CHRM1 agonist – human M1 muscarinic receptor agonism; P11229; hit rate 0.33% among 360,000; activation, % at 3 µM; CHO-K1 hM1, Fluo-8 calcium fluorescence, agonist mode; 0% DMSO, 100% acetylcholine EC100; AID 588814;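 active means activation above the run's mean compound activation plus 3 SD, cut at about 16% in these data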;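 further: peak over basal fluorescence ratio within a 140 s kinetic read after compound addition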
Target sequence (P11229 whole entry, looked up): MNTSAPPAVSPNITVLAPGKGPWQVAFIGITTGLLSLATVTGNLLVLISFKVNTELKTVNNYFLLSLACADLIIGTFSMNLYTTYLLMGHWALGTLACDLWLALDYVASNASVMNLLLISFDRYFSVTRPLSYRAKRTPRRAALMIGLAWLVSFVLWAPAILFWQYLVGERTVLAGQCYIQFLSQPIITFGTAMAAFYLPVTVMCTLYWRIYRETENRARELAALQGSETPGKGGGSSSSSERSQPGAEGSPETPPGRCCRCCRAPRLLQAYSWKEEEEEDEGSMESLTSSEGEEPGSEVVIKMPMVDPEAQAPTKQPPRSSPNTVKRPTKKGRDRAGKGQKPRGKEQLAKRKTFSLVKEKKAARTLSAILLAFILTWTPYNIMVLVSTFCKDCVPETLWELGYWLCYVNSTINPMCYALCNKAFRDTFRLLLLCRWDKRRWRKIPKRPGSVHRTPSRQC
CHRM5 agonist – CHRM5 agonism in calcium assay; P08912; CHO-K1 hM5 cells, Fluo-8 calcium fluorescence; 0% DMSO wells, 100% maximal acetylcholine response; activation, % at 3 µM; hit rate 0.19% among 360,000;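 active means activation above the run's mean over test compounds plus 3 SD, cut at about 23% in these data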;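 further: signal is peak over basal fluorescence ratio across the kinetic read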
Target sequence (P08912 whole entry, looked up): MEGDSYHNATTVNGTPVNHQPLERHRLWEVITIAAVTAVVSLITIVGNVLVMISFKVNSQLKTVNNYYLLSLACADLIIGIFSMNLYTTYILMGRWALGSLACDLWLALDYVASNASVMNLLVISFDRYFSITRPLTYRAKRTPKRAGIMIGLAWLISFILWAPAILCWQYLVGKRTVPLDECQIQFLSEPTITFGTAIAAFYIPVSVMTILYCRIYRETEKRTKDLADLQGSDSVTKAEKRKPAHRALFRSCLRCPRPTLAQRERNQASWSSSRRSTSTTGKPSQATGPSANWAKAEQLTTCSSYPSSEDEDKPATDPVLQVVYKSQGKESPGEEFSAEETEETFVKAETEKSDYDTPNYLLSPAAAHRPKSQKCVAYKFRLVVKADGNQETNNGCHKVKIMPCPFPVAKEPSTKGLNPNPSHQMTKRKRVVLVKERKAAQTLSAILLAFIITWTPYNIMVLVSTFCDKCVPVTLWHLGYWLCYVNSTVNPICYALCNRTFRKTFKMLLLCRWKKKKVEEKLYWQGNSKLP
TAAR1 agonist – agonists of human TAAR1 | activation, % at 3 µM | hit rate 0.99% among 360,000 | CHO RD-HGA16 TAAR1, Fluo-8 calcium fluorescence; vehicle wells 0%, saturating PEA agonist 100%;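 active means activation above the mean activation of all test compounds in the run plus 3 SD, cut at about 38% in these data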
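Test system: RD-HGA16 (CHO) cells co-expressing Gα16 and hTAAR1 | Doses: Single dose, 3 µM | Schedule: 17-24 h seeding, 75 min 37 °C dye, 30 min RT | Evaluation: % activation from peak over basal fluorescence ratio, DMSO-to-PEA scaled | Technique: Kinetic Fluo-8 calcium fluorescence | Benchmarks: Low control DMSO, high control PEA (EC100)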
M4 ag – CHRM4 agonism in calcium assay | hit rate 0.14% among 360,000 | activation, % at 3 µM | CHO-K1 hM4/Gqi5, Fluo-8 calcium fluorescence; vehicle 0%, full acetylcholine response 100% | AID 624127;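 active means activation above the run mean over all test wells plus 3 SD, cut at about 32% in these data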;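 further: peak over basal fluorescence ratio per well then scaled between controls; 0% = DMSO wells and 100% = acetylcholine at EC100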
CHRM4 antagonist – antagonists of human muscarinic M4 receptor (CHRM4). CHO-hM4 cells, ACh EC80, Fluo-8 calcium fluorescence. hit rate 0.73% among 360,000. inhibition, % at 3 µM;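 active means inhibition above its plate's cutoff, the mean inhibition of sample wells plus 3 SD, cut at about 27% in these data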;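 further: 0% = acetylcholine EC80 with DMSO and 100% = DMSO without agonist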
M1 PAM – positive allosteric modulators of human M1 muscarinic receptor; P11229; CHO-K1 hM1, Fluo-8 calcium fluorescence, ACh EC20; 0% = ACh EC20, 100% = maximal ACh; activation, % at 3 µM; hit rate 0.088% among 360,000; in the data active means activation above about 19%, passing the limit was not always enough
CHRM5 antagonist – CHRM5 antagonism in calcium assay; P08912; CHO-hM5 cells, Fluo-8 calcium fluorescence, ACh EC80; inhibition, % at 3 µM; hit rate 0.59% among 360,000; AID 624040;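 active means inhibition above a per-plate cutoff, the mean of that plate's test compounds plus 3 SD, cut at about 27% in these data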;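 further: 0% = acetylcholine EC80 with DMSO and 100% = DMSO without agonist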
M5 PAM – CHRM5 positive allosteric modulation. AID 624038. CHO-K1 hM5, Fluo-8 calcium, ACh EC20 PAM; 0% = ACh EC20, 100% = ACh EC100. activation, % at 3 µM. P08912. hit rate 0.3% among 360,000;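 active means activation above the run cutoff, the mean activation of all test compounds plus 3 SD, cut at about 18% in these data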
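Assay system: CHO-K1 hM5 cells. Also added: acetylcholine at EC20 concentration, added after compound. Dosing: 3 µM, single dose. Times: compound preincubation 140 s before EC20 acetylcholine addition. Signal: Fluo-8 calcium fluorescence. Measure: % activation relative to EC20 and EC100 ACh responses. Repeats: singlicate, one well per test compound.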
CHRM1 antagonist – antagonists of human M1 muscarinic receptor; P11229; CHO-K1 hM1, Fluo-8 calcium fluorescence, ACh EC80 antagonist; inhibition, % at 3 µM; hit rate 1.3% among 360,000;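 active means percent inhibition above its own plate's cutoff, namely the mean of that plate's compound wells plus 3 SD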;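 further: peak over basal fluorescence ratio during 140 s after agonist addition; 0% = ACh EC80 plus DMSO and 100% = DMSO alone without agonist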
The depositor's hits bear a star. The list is partial, so the mix of outcomes need not match the whole.

smiles	CHRM5 agonist	CHRM4 antagonist	CHRM5 antagonist	CHRM1 antagonist	M4 ag	M1 PAM	CHRM1 agonist	M5 PAM	TAAR1 agonist
N#Cc1ccc(CN2C=NS(=O)(=O)c3ccccc32)cc1	2	1	4	-18	3	12	-4	3	0
COc1ccccc1CN(C(=O)c1cnccn1)C(C(=O)NC1CCCCC1)c1cc(OC)c(OC)c(OC)c1 (centres undefined)	-2	-2	6	-8	1	5	0	-1	3
CC(NC(=O)C(=O)NCCN1CCN(C(=O)c2ccccc2Br)CC1)c1ccccc1 (centres undefined)	0	7	9	5	-1	3	-4	1	0
COc1ccc(OC)c(N(CC(=O)NCCSCc2ccco2)S(=O)(=O)c2ccccc2)c1	1	-5	13	-3	16	5	-3	-10	10
CN(C(=O)c1cccc(NC(=O)Cc2ccc(NC(=O)C3CCN(C(=O)C4CCCCC4)CC3)cc2)c1)C1CCCC1	-1	-3	-13	2	-1	2	-6	4	-1
Cc1ccc(/C(=N/Nc2ncnc3ccccc23)C(=O)O)cc1	-2	-3	17	-3	2	7	-5	1	3
COc1ccc(N2CCN(c3nc(Nc4ccc(C)c(F)c4)nc(N4CCCC4)n3)CC2)cc1	-1	5	7	-1	-1	1	-5	-1	-1
O=C(COC(=O)/C=C/c1cccs1)Nc1ccc2ccccc2c1	-6	-5	-21	9	1	-8	-12	2	7
CCCCNc1c(-c2ccc(OC)c(SC(C)CC)c2)nc2ccc(Cl)cn12 (centres undefined)	-5	5	9	7	5	-2	-8	-8	7
Cn1c(=O)n(C)c2cc(/C=N/n3cnnc3)ccc21	1	-6	6	0	0	3	-2	0	5
COc1ccc(NC(=O)c2cc3ccccc3cc2OC)cc1	-2	-4	12	-1	3	4	-5	-4	3
CC/C(=N\NC(=O)CSc1ncccn1)c1ccc2c(c1)OCCO2	-3	11	10	0	0	1	-12	-5	5

Rewritten as labelled records: two of the compounds above
SMILES: Cn1c(=O)n(C)c2cc(/C=N/n3cnnc3)ccc21
- CHRM5 agonist: 1
- CHRM4 antagonist: -6
- CHRM5 antagonist: 6
- CHRM1 antagonist: 0
- M4 ag: 0
- M1 PAM: 3
- CHRM1 agonist: -2
- M5 PAM: 0
- TAAR1 agonist: 5

SMILES: COc1ccc(NC(=O)c2cc3ccccc3cc2OC)cc1
- CHRM5 agonist: -2
- CHRM4 antagonist: -4
- CHRM5 antagonist: 12
- CHRM1 antagonist: -1
- M4 ag: 3
- M1 PAM: 4
- CHRM1 agonist: -5
- M5 PAM: -4
- TAAR1 agonist: 3

(further entries)
smiles	CHRM5 agonist	CHRM4 antagonist	CHRM5 antagonist	CHRM1 antagonist	M4 ag	M1 PAM	CHRM1 agonist	M5 PAM	TAAR1 agonist
COc1ccc(N2CC(O)=C(c3nc(C)cs3)C2=N)cc1	1	2	5	-9	2	5	-9	-5	4
Cc1cc(C(=O)NNc2ccc(F)cc2F)no1	-2	-5	2	0	0	14	2	5	4
O=[N+]([O-])c1cc([N+](=O)[O-])c(Oc2ccc(Br)cc2Br)cc1NN1CCCCC1	4	5	5	-13	1	14	-4	3	11
CN1CCN(C(CNS(=O)(=O)c2ccc(Br)cc2)c2ccc3c(c2)OCO3)CC1 (centres undefined)	-10	-5	27*	-4	6	8	-5	-34	3
O=[N+]([O-])c1cncc([N+](=O)[O-])c1Nc1cccc(O)c1	1	1	7	-6	1	5	-2	-9	2
Cc1cccc(C)c1OCCOC(=O)c1ccc(S(=O)(=O)N2CCCC2)cc1	-1	-4	-1	0	2	0	-2	-5	3
CCOc1ccc(C(=O)NCC(=O)OCc2cc([N+](=O)[O-])cc3c2OCOC3)cc1OCC	0	-4	-3	-8	1	7	-8	1	1
O=C(NCCOc1ccc(F)cc1)C1CCC(=O)N(CCN2CCOCC2)C1 (centres undefined)	-2	1	4	-2	0	5	-2	2	1
Cc1ccc(Cl)c2c1NC(=O)C2(O)CC(=O)c1ccc(F)cc1 (centres undefined)	3	0	0	-10	3	5	0	-8	13
O=C(Nc1nncs1)c1ccc2c(c1)OCO2	-3	3	-3	-7	3	8	-7	4	-3
CCCCC(=O)Nc1ccc(C(=O)N2CCCC(C(=O)OCC)C2)cc1 (centres undefined)	-2	20	7	-11	2	5	3	-13	4
COc1ccc(OC(C)C(=O)N2CCOCC2)cc1 (centres undefined)	-5	-2	2	-9	0	7	-2	-1	16
COc1ccc(-c2ccc(C3C(C#N)=C(N)Oc4n[nH]c(C)c43)o2)cc1 (centres undefined)	1	2	5	8	3	-11	1	-9	28
CN(C)c1ccc2nc3ccc(=O)cc-3sc2c1	3	-17	0	-22	3	22	5	-5	5
CCN1CCN(C(=O)CCS(=O)(=O)c2cc3c(cc2Cl)NC(=O)CO3)CC1	0	-5	0	-17	2	8	-2	-1	1
CC(C)[C@H](NC(=O)OCc1ccccc1)C(=O)OCC(=O)NC1(C#N)CCCC1	-5	1	-2	6	1	-1	-1	11	1
CC(=O)c1cccc(NC(=O)CN2C(=O)C(=O)N(Cc3ccco3)C2=O)c1	1	5	11	3	1	-2	-2	-1	10
Cc1ccc(C(C(=O)NC2CCCCC2)N(C(=O)c2csnn2)C2CC2)o1 (centres undefined)	-2	10	-4	21	0	-4	-3	2	7
COc1ccc(C2NC(=S)NC(C)=C2C(=O)c2ccccc2)cc1OC (centres undefined)	-1	6	4	-11	0	3	-5	-1	0
COc1ccc(OC)c(-n2c(-c3ccn[nH]3)n[nH]c2=S)c1	-1	-7	9	-2	0	10	1	-3	6
Cc1ccc(S(=O)(=O)N2CCN=C2SCc2ccc(Cl)c(Cl)c2)cc1	-2	-4	2	-6	0	3	-2	-1	0
Cc1ccc(F)cc1NC(=O)COC(=O)c1ccc2ncsc2c1	3	-12	1	0	4	2	-5	-3	12
COc1ccccc1C(=O)NCCC(=O)Nc1ccc(S(=O)(=O)N2C(C)CCCC2C)cc1 (centres undefined)	1	-2	14	-3	10	5	-3	-2	9
Cc1ccc(C(=O)NC(=S)Nc2ccc(-c3cc4ccccc4oc3=O)cc2)c(C)c1	0	3	-3	-4	0	9	-3	6	10
N#Cc1ncc(Cc2ccccc2)nc1C#N	-2	3	5	-7	2	5	-4	-3	0
N#Cc1ccc(Nc2ccccc2)c(N)c1	-5	-5	6	-8	-1	-1	-5	0	8
Cc1ccc(S(=O)(=O)Nc2ccccc2C(=O)N2CCCC2)cc1	-4	-21	-5	-2	0	6	-2	3	1
COCCOC(=O)C1=C(C)N(c2ccccc2)C(=S)NC1c1ccccc1C(F)(F)F (centres undefined)	-6	-21	-9	0	0	2	-6	8	3
COC(=O)C1CCN(C2CC(=O)N(c3cc(C)cc(C)c3)C2=O)CC1 (centres undefined)	5	-5	-21	-6	1	14	-4	8	1
O=c1cc2c(nn1Cc1ccc(F)cc1)-c1ccccc1CC2	-2	-8	1	-14	-1	12	-2	6	9
COc1ccc(-c2c[n+]3c(n2-c2ccc(C)cc2)CCCCC3)cc1	-11	20	7	34	1	-8	-8	7	0
Cc1nc2ccccc2c(=O)n1NC(=O)c1c(O)c2c(n(CC(C)C)c1=O)CCCC2	-7	1	9	0	-3	-2	-6	0	13
O=C(C1CCN(c2nc3nonc3nc2N2CCCCC2)CC1)N1CCOCC1	1	0	0	-8	1	6	-5	-1	7
CCCCn1c(O)c(/C=C2\C=Nc3ccccc32)c(=O)[nH]c1=O	-1	-19	-2	3	2	9	4	2	8
CCCCCCCC(=O)Nc1cc(C(=O)NCc2ccc(C)cc2)ccc1N1CCC2(CC1)CC(c1ccccc1)=NO2	2	9	7	-7	1	9	-4	0	0
Cn1cc(C(=O)NCc2ccc(F)cc2)c(=O)c2cc(S(=O)(=O)N3CCCCC3)ccc21	-2	2	-4	-4	0	9	-5	6	1
CCCCn1c(N)c(N(CCOC)C(=O)C2CC(=O)N(Cc3ccco3)C2)c(=O)[nH]c1=O (centres undefined)	2	-4	12	-2	0	5	-2	1	2
CCc1ccc(/C=C(/C#N)C(N)=S)s1	-1	1	-14	-8	0	8	-2	2	-1
CCn1nc(C)c(Br)c1-c1nc(-c2cccc(C)c2)no1	-4	-13	-9	-12	1	5	-2	6	2
O=C(Nc1ccc(F)cc1)c1ccc(CSc2ccccc2)o1	-4	-3	-1	-6	3	-6	-10	-7	6
CS(=O)(=O)c1nc(S(=O)(=O)c2ccc(Cl)cc2)c(N2CCC(O)CC2)s1	-6	0	4	3	-1	-2	-1	5	2
CCOCCCNCc1ccc(OC)c(OC)c1	0	-6	-3	-8	1	-2	-3	-2	4
O=C(OCc1csc(-c2ccccc2)n1)C1=NN(c2ccccc2)C(=O)CC1	-5	-8	2	-2	3	0	-2	0	2
COc1ccc(NC(=O)COC(=O)C2CCN(S(=O)(=O)c3ccccc3)CC2)cc1Cl	3	-4	3	7	15	-3	-1	-5	11
O=C(Nc1ccnc(-c2ccncc2)n1)c1ccccc1Cl	-3	0	0	-15	1	8	-4	4	2
CC1(C(=O)NNC(=O)c2cccc([N+](=O)[O-])c2)CC1Br (centres undefined)	0	-16	-6	-4	1	14	4	-2	26
CC(C)C(C(=O)Nc1nccs1)c1ccccc1 (centres undefined)	-4	0	10	-5	0	4	-3	-8	13
Cc1c(C#N)c2ccccc2n1CC(=O)NCc1ccccc1	-7	4	2	-1	2	4	-4	-4	6
Cc1onc(-c2c(Cl)cccc2Cl)c1C(=O)N/N=C(\N)COc1ccc(Cl)cc1	-7	4	5	1	1	0	-4	-8	1
Cc1ccccc1CN1[C@@H](Cc2ccccc2)COCCS1(=O)=O	-3	5	10	-1	0	0	-6	1	15
O=C(NCc1ccco1)C1CCCN(S(=O)(=O)c2ccc(Br)cc2)C1 (centres undefined)	-1	5	14	0	1	0	-8	-7	5
COc1ccc(OCC(=O)OCC(=O)NC2CC2)cc1	-1	-24	-8	-1	2	1	-1	-5	9
CCOC(=O)CSc1nc2c(c(=O)[nH]c(=O)n2C)n1C/C=C(/C)Cl	1	7	5	-4	0	-3	-3	-3	10
Cc1nc2ccccn2c(=O)c1NC(=O)c1ccc2c(c1)OCO2	1	-5	14	-4	2	8	0	-4	3
O=C(CNC(=S)N(CCCN1CCOCC1)Cc1cccs1)N1CCCC1	0	2	0	-15	0	13	-4	1	5
CCC1CCCCN1C(=O)c1ccc(OC)c(OC2CCN(C(C)=O)CC2)c1 (centres undefined)	-2	6	15	-8	1	8	-2	-6	1
O=C1c2ccccc2C(O)N1Cc1ccccc1Cl (centres undefined)	1	-5	3	-7	14	1	-3	-6	1
Cc1ccc(CN(Cc2ccco2)C(=S)NCC(=O)NCc2cccnc2)cc1	-1	-5	4	-6	1	9	-2	3	0
Cc1ccccc1OC(C)C(=O)NC1CCCC1 (centres undefined)	-3	0	-5	-5	0	5	-4	-1	7
COc1ccc(NC(=O)CSc2nc3ccccc3c(=O)n2CCNC(C)=O)c(OC)c1	2	10	0	-2	0	2	-3	1	2
CNC(=O)CSc1nnnn1-c1ccc(C)cc1C	2	7	-5	-5	1	8	0	-4	8

Assay outcomes from PubChem.
